# From PubChem
# KCNQ1 block – human KCNQ1 channel inhibition | CHO-K1 KCNQ1, FluxOR thallium flux fluorescence; hits give high values | AID 2642 | P51787 | B-score at 10 µM | hit rate 1.3% among 310,000;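 active = compounds whose thallium flux B-score, printed positive for inhibition, exceeds three library SD while starting fluorescence stays within three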;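 note: channel opened by potassium depolarization with thallium stimulus after 20 min compound exposure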
# TRPC4 agonist – TRPC4 (mouse) channel activation; hit rate 0.49% among 310,000; B-score at 10 µM; HEK293 TRPC4beta/mu-opioid, Fluo4 calcium fluorescence; hits give high values; Q9QUQ5;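 active = B-score above 5 SD of library B-scores, and initial fluorescence ratio not above library mean plus 5 SD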;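 note: positive B-score marks a calcium rise read as TRPC4 activation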
#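 Assay system: HEK293 stable line with TRPC4beta plus mu-opioid receptor; schedule: 45 min room-temperature Fluo4 loading, 110 s read; technique: kinetic Fluo4 calcium fluorescence; evaluation: integrated baseline-normalised fluorescence ratio, converted to per-well B score; controls: buffer (low) and maximal DAMGO (high)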
# TMEM16A act – activators or potentiators of mouse TMEM16A chloride channel | Q8BHY3 | AID 623877 | hit rate 0.3% among 340,000 | HEK293 TMEM16A/YFP-H148Q/I152L, iodide quench fluorescence; hits give low values | B-score at 10 µM;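 active = fluorescence-ratio B-score plate-corrected deviation score at least 3 library SD below zero, with starting fluorescence score within 5 deviations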;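 note: channel opened by trigger with iodide after compound preincubation; score built on the fluorescence ratio of max minus min over baseline; more negative score means more quench and so TMEM16A activation or potentiation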
# hERG rescue – hERG (human) protection from proarrhythmic block | Q12809 | CHO-hERG, FluxOR thallium flux, dofetilide IC70 present | activation (rescue from dofetilide block), less the hit threshold, % at 10 µM | hit rate 0.51% among 310,000;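 active = activation above the mean of controls blocked by dofetilide plus 5 SD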;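 note: thallium influx through hERG after potassium depolarization seen as dye fluorescence rise; in these data hits start at about 4.7%; inactives centre near -7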
# TMEM16A inh – blocks the mouse calcium-activated chloride channel TMEM16A; Q8BHY3; HEK293 TMEM16A/YFP iodide influx fluorescence, ionomycin; normalized B-score (activity score, 25-100; higher = stronger inhibition) at 10 µM; hit rate 1.2% among 310,000;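 active = ratio plate-corrected score three or more library SD toward inhibition, starting fluorescence score within five deviations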;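 note: score derived from kinetic fluorescence span divided by baseline fluorescence per well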
# HDAC3 inhib – inhibitors of human histone deacetylase 3. hit rate 0.15% among 320,000. inhibition, % at 8.3 µM. AID 2718. recombinant HDAC3, fluorogenic peptide/trypsin coupled, fluorescence. O15379; in the data active = inhibition above about 26%, passing the limit was not always enough
# DYRK1A inh – blocks rat Dyrk1A kinase activity | ADP-Glo luminescence, NFATc1 peptide | Q63470 | inhibition, % at 12.5 µM | hit rate 0.43% among 310,000; in the data active = inhibition above about 50%;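 note: plate controls were vehicle with enzyme for no effect and no enzyme for full effect; many of its hits are not listed in these tables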
# KCNQ1 act – potentiators or activators of human KCNQ1 potassium channel | P51787 | CHO-K1 KCNQ1, thallium flux FluxOR fluorescence; hits give high values | B-score at 10 µM | hit rate 0.35% among 310,000 | AID 2648;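 active = fluorescence ratio B-score, a plate-corrected score, at least three library SD, with initial intensity B-score within 5 SD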
#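 System: CHO-K1 cells stably expressing KCNQ1 / Medium: assay buffer for compound exposure, DMSO matched across wells / Reagent: thallium- and potassium-containing depolarizing buffer / Compound: one concentration, matched DMSO / Incubation: 20 min compound pretreatment at room temperature / Measured by: kinetic FluxOR fluorescence, 10 s baseline plus 110 s post-stimulus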
# KCNK3 block – human KCNK3 channel inhibition, primary screen; B-score at 10 µM; CHO-KCNK3 thallium flux, FluxOR fluorescence; hits give low values; hit rate 0.84% among 340,000;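 active = B-score under library mean minus 4 SD, starting fluorescence ratio at most library mean plus 5 SD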;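 note: more negative B-score means stronger inhibition of thallium flux through KCNK3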
# Target sequence (O14649 whole entry, looked up): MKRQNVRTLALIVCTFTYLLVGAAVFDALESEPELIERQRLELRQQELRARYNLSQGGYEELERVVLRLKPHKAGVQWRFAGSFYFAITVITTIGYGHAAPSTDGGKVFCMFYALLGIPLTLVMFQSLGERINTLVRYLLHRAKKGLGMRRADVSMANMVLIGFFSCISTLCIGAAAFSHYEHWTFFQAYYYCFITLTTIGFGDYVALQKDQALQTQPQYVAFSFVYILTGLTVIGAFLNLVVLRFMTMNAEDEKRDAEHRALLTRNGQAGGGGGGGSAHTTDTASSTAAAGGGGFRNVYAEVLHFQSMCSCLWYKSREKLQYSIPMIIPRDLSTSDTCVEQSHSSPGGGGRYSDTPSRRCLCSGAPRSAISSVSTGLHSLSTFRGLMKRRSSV
# TRPC4 PAM – TRPC4 (mouse) allosteric potentiation; Q9QUQ5; HEK293 TRPC4beta/mu-opioid, DAMGO EC20, Fluo-4 Ca2+ flux; hits give high values; B-score at 10 µM; hit rate 0.42% among 310,000; AID 2227;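 active = B-score of calcium response area above 5 SD of library B-scores, with initial fluorescence ratio within 5 SD of library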;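 note: B-score of integrated fluorescence ratio over time as area under calcium response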
# KCNK9 block – inhibitors of human KCNK9 two-pore domain potassium channel | HEK293 KCNK9, FluxOR thallium flux fluorescence; hits give low values | B-score at 10 µM | hit rate 1.2% among 310,000 | AID 488922;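 active = ratio B-score over 3 SD below the library mean, with starting fluorescence within 5 SD of its mean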;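 note: negative B-score means less thallium flux so channel inhibition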
# Target sequence (Q9NPC2 whole entry, looked up, the tested form may be a part): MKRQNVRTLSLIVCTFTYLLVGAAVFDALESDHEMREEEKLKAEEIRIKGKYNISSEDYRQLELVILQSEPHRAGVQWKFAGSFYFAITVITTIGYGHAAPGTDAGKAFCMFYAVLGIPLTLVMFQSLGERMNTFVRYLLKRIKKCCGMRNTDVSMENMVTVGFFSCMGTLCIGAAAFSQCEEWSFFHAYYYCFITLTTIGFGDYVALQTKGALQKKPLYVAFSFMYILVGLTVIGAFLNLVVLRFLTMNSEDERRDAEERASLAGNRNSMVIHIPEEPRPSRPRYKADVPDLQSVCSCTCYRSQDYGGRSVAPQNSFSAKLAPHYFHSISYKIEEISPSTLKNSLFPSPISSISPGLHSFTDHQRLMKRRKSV
# * hit, by the source's call; i = inactive; · = not tested or not shown. A portion of the library; count on the stated rates, not on these rows.
SMILES	KCNQ1 block	TRPC4 agonist	TMEM16A act	hERG rescue	TMEM16A inh	HDAC3 inhib	DYRK1A inh	KCNQ1 act	KCNK3 block	TRPC4 PAM	KCNK9 block
CCCCc1nc2cc(C(=O)NCc3cc(C)n(C)n3)ccc2o1	i	i	i	-8	i	2	-3	i	i	i	i
Cc1ncc(S(=O)(=O)C(C)(C)C)c(N)n1	i	i	i	-8	i	-19	-2	i	i	i	i
COc1cc(C(=O)NCC(=O)OCc2ccccc2Cl)cc(OC)c1OC	i	i	i	-1	i	·	13	i	i	i	i
Nc1cc(C(F)(F)F)cc([N+](=O)[O-])c1N	i	i	i	-2	i	-1	-7	i	i	i	i
CCCCCCCCCCOC(=O)C[N+](C)(C)C/C=C(/C)Cl	i	i	i	-23	i	-1	2	i	i	i	i
N#CCN1CCCC(C(N)=O)C1 (configuration not stated)	i	i	i	-14	i	4	·	i	i	i	i
Cn1cc(CN2CCC(CO)CC2)c(-c2ccc(Oc3ccccc3)cc2)n1	i	i	i	-8	i	-2	-3	i	i	i	i
CC(C)(C)c1ccccc1OCCOCCN1CCCCCC1	i	i	i	-18	i	5	6	i	i	i	i
CC(=O)Nc1ccc(OC(=O)c2cc([N+](=O)[O-])ccc2Cl)cc1	i	i	i	-10	i	5	-5	i	i	i	i
Cc1cc(=O)oc2cc(NC(=O)C3CC(=O)N(Cc4ccccc4)C3)ccc12 (configuration not stated)	i	i	i	1	i	-63	-4	i	i	i	i
COc1ccc(C2NC3=C(CCC3)C3(C#N)C4(N=C(N)C23C#N)OCCO4)cc1 (configuration not stated)	i	i	i	-5	i	-16	18	i	i	i	i
O=C(CSc1ncccn1)Nc1ccc(N2CCOCC2)cc1	i	i	i	-7	i	2	8	i	i	i	i
CCOc1ccc(OCCC(=O)NNC(=O)c2nn(C)c(=O)c3ccccc23)cc1	i	i	i	-3	i	·	3	i	i	i	i
S=C(NCCc1ccccc1)Nc1ccc(Cl)cc1	i	i	i	-10	i	2	-3	i	i	i	i
CC1(c2ccccc2)NC(=O)N(CC(=O)Nc2ccc(Cl)c(S(=O)(=O)N3CCCCC3)c2)C1=O (configuration not stated)	i	i	i	-8	i	1	-2	i	i	i	i
Cc1ccccc1C(=O)/C=C1/SCC(=O)N1C	i	i	i	-1	i	-1	·	i	i	i	i
O=C(CNC(=O)c1ccccc1F)OCc1nc2ccccc2s1	i	i	i	-5	i	-12	-9	i	i	i	i
Cc1ncoc1C(=O)N1CCCC(N2CCN(c3ccccc3F)CC2)C1 (configuration not stated)	i	i	i	-8	i	-2	·	i	i	i	i
COc1ccc(-c2nnc(SCC(=O)NC(=O)NCc3ccco3)o2)cc1	i	i	i	-5	i	2	6	i	i	i	i
COC(=O)Cn1cnc2scc(-c3ccc(C)c(C)c3)c2c1=O	i	i	i	-5	i	-6	17	i	i	i	i
Cc1csc(NC(=O)CCNC(=O)c2ccccc2Cl)n1	i	i	i	-5	i	-2	3	i	i	i	i
Cn1c(=O)oc2cc(S(=O)(=O)N3CCC(C(=O)NCc4ccccc4Cl)CC3)ccc21	i	i	i	-8	i	1	7	i	i	i	i
CCNC(=O)Cc1c(OC)ccc2cc(Br)ccc12	i	i	i	-23	i	-4	-2	i	i	i	i
COc1ccc(N2C(=O)c3ccccc3NC2c2ccc(OC)c(CSc3ccccn3)c2)cc1 (configuration not stated)	i	i	i	-7	i	-2	3	i	i	i	i
COc1c([N+](=O)[O-])cc(C(=O)NNC(=O)c2ccc(C)cc2)cc1[N+](=O)[O-]	i	i	i	-4	i	3	8	i	i	i	i

# Record cards, as listed above.
# COc1cc(C(=O)NCC(=O)OCc2ccccc2Cl)cc(OC)c1OC in the list: KCNQ1 block = i; TRPC4 agonist = i; TMEM16A act = i; hERG rescue = -1; TMEM16A inh = i; HDAC3 inhib = ·; DYRK1A inh = 13; KCNQ1 act = i; KCNK3 block = i; TRPC4 PAM = i; KCNK9 block = i
# COc1ccc(N2C(=O)c3ccccc3NC2c2ccc(OC)c(CSc3ccccn3)c2)cc1 (configuration not stated) in the list: KCNQ1 block = i; TRPC4 agonist = i; TMEM16A act = i; hERG rescue = -7; TMEM16A inh = i; HDAC3 inhib = -2; DYRK1A inh = 3; KCNQ1 act = i; KCNK3 block = i; TRPC4 PAM = i; KCNK9 block = i

# The listing continues.
SMILES	KCNQ1 block	TRPC4 agonist	TMEM16A act	hERG rescue	TMEM16A inh	HDAC3 inhib	DYRK1A inh	KCNQ1 act	KCNK3 block	TRPC4 PAM	KCNK9 block
O=C(CS(=O)(=O)c1ccccc1)Nc1ccccn1	i	i	i	-4	i	-4	-4	i	i	i	i
CC1(C)CC2CC(C)(CN2C(=O)c2cc(-c3ccccc3O)on2)C1 (configuration not stated)	i	i	i	-8	i	-5	-5	i	i	i	i
O=C(c1ccccc1OCc1ccc(Cl)cc1)N1CCN(c2ccccn2)CC1	i	i	i	-18	i	1	13	i	-9*	i	i
COC(=O)CSc1n[nH]c(-c2ccncc2)n1	i	i	i	0	i	-2	6	i	i	i	i
CN(CC(=O)Nc1ccc2c(c1)OCCO2)S(=O)(=O)c1cccc2cccnc12	i	i	i	-3	i	2	7	i	i	i	i
O=S1(=O)[C@H]2C[C@@H]3C=C[C@@]2(CN1Cc1ccccc1F)O3	i	i	i	-4	i	1	-6	i	i	i	i
COC(=O)[C@H](Cc1c[nH]c2ccccc12)NC(=O)CCCc1c[nH]c2ccccc12	i	i	i	-9	i	-11	-4	i	i	i	i
O=C(O)CCC(=O)N1CCN(c2ncccn2)CC1	i	i	i	-3	i	-8	-6	i	i	i	i
Cc1ccc(S(=O)(=O)Nc2nc3ccccc3nc2N2CCN(c3ccccc3F)CC2)cc1	i	i	i	-4	i	-2	-1	i	i	i	i
CCCCCCn1c(N)c(C#N)c2ccc([N+](=O)[O-])cc2c1=O	i	i	i	-22	i	-7	-1	i	i	i	i
COCCn1c(COc2ccc(OC)cc2)nc2ccccc21	i	i	i	1	i	3	8	i	i	i	i
COc1ccc(-c2cnc(SCC(=O)Nc3cc(C)on3)n2Cc2ccco2)cc1	i	i	i	-2	i	9	-1	i	i	i	i
COc1cc(NC(=S)NC(C)=O)ccc1NC(=O)C(C)C	i	i	i	-7	i	3	-1	i	i	i	i
Cc1ccc(NC(=S)N/N=C2\CC(C)(C)Oc3ccc(O)cc32)cc1	i	i	i	-8	i	-1	1	i	i	i	i
N#Cc1ccccc1CSc1ncccc1C(=O)O	i	i	i	-1	i	-12	2	i	i	i	i
O=C(O)Cn1c(SC2CCCCC2)nc2ccccc21	i	i	i	-5	i	1	11	i	i	i	i
COc1ccccc1Nc1ncnc2c1c(C)c(C)n2CCO	i	i	i	-1	i	-11	0	i	i	i	i
Cc1cc2occ(CC(=O)N(C)CC(=O)Nc3ccccc3Cl)c2cc1C	i	i	i	-7	i	0	2	i	i	i	i
COc1cc([N+](=O)[O-])ccc1NC(=O)/C=C/C(=O)O	i	i	i	-11	i	2	8	i	i	i	i
C1CCN(c2nc(N3CCCCC3)nc(N3CCNCC3)n2)CC1	i	i	i	-15	i	1	0	i	i	22*	i
CS(=O)(=O)N1CCCC(C(=O)NCCc2ccc(Cl)cc2)C1 (configuration not stated)	i	i	i	0	i	-14	-4	i	i	i	i
COc1ccc(CCN(Cc2cc3cccc(C)c3[nH]c2=O)C(=O)NC2CCCCC2)cc1OC	i	i	i	-19	i	6	3	i	i	i	i
Oc1c(N=NC(=S)Nc2ccccc2F)c2ccccc2n1Cc1ccccc1Cl	i	i	i	21*	i	10	2	10*	i	i	i
O=C(O)c1cccc(NC(=S)N/N=C/c2ccccc2OCc2cccc(Br)c2)c1	i	i	i	-39	·	·	1	i	i	i	i
COc1ccc(C(=O)[C@H]2[C@H]3C(=O)N(c4ccc(OC(C)=O)cc4)C(=O)[C@H]3C3C=CC=NN32)cc1 (some centres not stated)	i	i	i	-12	i	-7	·	i	i	i	i
CC/C(C)=N/Nc1nc2c(c(=O)[nH]c(=O)n2C)n1Cc1ccccc1	i	i	i	-10	i	8	-1	i	i	i	i
C/C(Cl)=C/Cc1c(C)[nH]c2ccc(C)cc2c1=O	i	i	i	-3	i	3	9	i	i	i	i
Cc1cc(S(=O)(=O)NCc2ccccc2)ccc1OCC(=O)NCc1cccnc1	i	i	i	-8	i	1	1	i	i	i	i
CCOC(=O)c1cc(CC)sc1NC(=O)c1cc([N+](=O)[O-])ccc1N1CCOCC1	i	i	i	-13	i	1	-4	i	i	i	i
Nc1nc(NCCCN2CCOCC2)nc(Nc2ccc(F)cc2)c1[N+](=O)[O-]	i	i	i	-5	i	4	10	i	i	i	i
O=[N+]([O-])c1ccc(S(=O)(=O)NCC2CCCO2)cc1 (configuration not stated)	i	i	i	-7	i	1	-9	i	i	i	i
O=C(CC1C(=O)NC2CCCCC2N1C(=O)c1ccc(F)cc1)Nc1ccccc1 (configuration not stated)	i	i	i	-5	i	-4	·	i	i	i	i
NC(=O)CSc1n[nH]c(-c2ccco2)n1	i	i	i	-11	i	2	-2	i	i	i	i
CCOC(=O)c1sc(NC(=O)c2ccc(C)s2)cc1C	i	i	i	-2	i	0	-3	i	i	i	i
COc1ccc(CC(NC(C)=O)C(=O)NC2CCN(C(=O)Nc3ccccc3C)CC2)cc1OC (configuration not stated)	i	i	i	-12	i	1	1	i	i	i	i
CCCCCN(C(=O)NC(=O)Nc1ccccc1C)S(=O)(=O)c1ccccc1	i	i	i	-2	i	3	-7	i	i	i	i
Cc1ccc(OCCn2c(=O)oc3ccc(C)cc32)cc1	i	i	i	-2	i	0	1	i	i	i	i
O=C(Nc1cc(Cl)cc(Cl)c1)C1CCC(=O)N1Cc1ccccc1Cl (configuration not stated)	i	i	i	-13	i	-5	12	i	i	i	i
COc1cc(S(=O)(=O)Nc2ccc3cn[nH]c3c2)ccc1Cl	i	i	i	-11	i	5	2	i	i	i	i
CO[C@@]1(NC(=O)Cc2cccs2)C(=O)N2C(C(=O)O)=C(COC(N)=O)CS[C@@H]21	i	i	i	-5	i	0	6	i	i	i	i
CC(=O)Nc1ccc(NC(=O)c2ccc(C)c(S(=O)(=O)Nc3cccc(C)c3)c2)cc1	i	i	i	-3	i	-2	-3	i	i	i	i
CC(C)(C)c1nc(SCC(=O)NC2CCCC2)c2ccccc2n1	i	i	i	-5	i	3	-3	i	i	i	i
NS(=O)(=O)c1ccc(CNC(=O)c2cc(=O)c3ccccc3o2)cc1	i	i	i	-6	i	-1	0	i	i	i	i
